# From PubChem
# D1 allo mod: D1 CRE-luciferase signal change, two-sided – cell-based, HEK293 D1, dopamine EC30, D1 allosteric modulator project, primary screen. D(1A) dopamine receptor (Homo sapiens), P21728. dopamine EC30 potentiation; actives deviate in either direction. B-score at 10 µM. 5.9% of 58,000 active. AID 641, 2007;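 active = luminescence count or its row- and column-corrected plate score outside the 99.7% band of the plate's sample wells, on either side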
# Target sequence (P21728 whole entry, looked up): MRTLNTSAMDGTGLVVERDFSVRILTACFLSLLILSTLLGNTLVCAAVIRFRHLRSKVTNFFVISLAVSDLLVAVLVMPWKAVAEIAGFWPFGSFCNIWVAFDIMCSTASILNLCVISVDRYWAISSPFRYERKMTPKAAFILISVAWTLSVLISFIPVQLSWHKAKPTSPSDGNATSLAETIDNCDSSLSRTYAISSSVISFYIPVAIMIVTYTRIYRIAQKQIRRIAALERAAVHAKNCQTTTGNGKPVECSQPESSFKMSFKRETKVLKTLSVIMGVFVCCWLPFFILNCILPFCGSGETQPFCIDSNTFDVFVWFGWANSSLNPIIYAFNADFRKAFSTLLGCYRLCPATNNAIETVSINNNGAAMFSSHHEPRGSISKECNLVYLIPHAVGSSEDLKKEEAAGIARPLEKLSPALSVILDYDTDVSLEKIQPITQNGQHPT
# M1 ag: M1 muscarinic receptor agonists, primary screen, CHO-M1 cells, Fluo-4 calcium, agonist mode | 3% of 64,000 active | B-score at 10 µM | AID 626, 2007 | Fluo-4 calcium fluorescence; active compounds read high;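 active = fluorescence rise, raw or as B-score row- and column-corrected plate score, outside the 99.7% band of its plate's samples, either direction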
# TNAP act DEA: human TNAP enzyme activators, primary screen, biochemical, luminescent, intermediate phosphate acceptor level | Alkaline phosphatase, tissue-nonspecific isozyme (Homo sapiens), P05186 | purified TNAP, CDP-star luminescence, 100 mM DEA, 30 min; active compounds read high; scale: 0 levamisole-inhibited, 1 vehicle-only enzyme | activation factor at 20 µM | 64,000 tested, under 10 active;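 active = activation factor of at least 2 at 20 µM, relative to controls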
# Target sequence (P05186 whole entry, looked up): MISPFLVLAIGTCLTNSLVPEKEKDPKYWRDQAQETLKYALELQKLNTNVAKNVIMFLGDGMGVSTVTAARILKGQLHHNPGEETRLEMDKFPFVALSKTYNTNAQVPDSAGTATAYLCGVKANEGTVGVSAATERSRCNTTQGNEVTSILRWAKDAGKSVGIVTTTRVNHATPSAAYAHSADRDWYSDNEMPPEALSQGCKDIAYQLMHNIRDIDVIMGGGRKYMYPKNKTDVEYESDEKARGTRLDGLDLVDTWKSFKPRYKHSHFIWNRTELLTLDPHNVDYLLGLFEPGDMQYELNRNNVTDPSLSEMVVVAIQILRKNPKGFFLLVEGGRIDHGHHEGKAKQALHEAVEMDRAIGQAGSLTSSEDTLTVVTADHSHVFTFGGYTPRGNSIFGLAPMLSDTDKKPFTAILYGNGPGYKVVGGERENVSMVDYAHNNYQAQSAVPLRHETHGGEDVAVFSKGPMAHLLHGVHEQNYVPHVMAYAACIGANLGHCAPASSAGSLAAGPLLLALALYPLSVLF
# NADH coupling: inhibitors of PK/LDH coupling enzymes, profiling panel, artefact control, biochemical, MLSMR library; coupled PK/LDH NADH assays, four targets; IC50, µM (titrated, usually from 10 µM), inactives show top-dose inhibition; 0.02% of 65,000 active; AID 774, 2007;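 active = single-dose screening hits from any of four coupled enzyme assays that gave an IC50 when retested across doses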;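 also: the DPM-DC format reads NADH fluorescence rather than 340 nm absorbance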
# HEK293 NFkB inh: inhibitors of PMA/ionomycin-induced NF-kB reporter, primary screen, antigen receptor NF-kB inhibitor project, cell-based, HEK-293 luciferase reporter, luminescence. 0.21% of 62,000 active. inhibition, % at 3 µM. HEK-293 NF-kB luciferase reporter;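 active = inhibition above the mean of all tested compounds plus 3 SD, cut at about 40% in these data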;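 also: 0% = stimulated DMSO wells and 100% = 10 µM reference inhibitor 5653914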
#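 Signal: luciferase luminescence; Material: HEK-293 cells with stable firefly luciferase reporter driven by four HIV NF-kB elements; Probe or stimulus: PMA with ionomycin; Replication: tested once; Times: 1 h compound pretreatment, then 16 h stimulation at 37 °C, 5% CO2; Benchmarks: DMSO and 10 µM reference inhibitor; Evaluation: per-plate % inhibition versus controls.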
# Jurkat viability: cytotoxicity toward Jurkat T cells, primary screen, cytotoxicity control, cell-based, Jurkat E6.1, 60K MLSMR library. Jurkat E6.1 viability, ATP luminescence, 48 h. 1.2% of 56,000 active. inhibition, % at 4 µM;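 active = inhibition above the mean inhibition of all tested compounds plus 3 SD, cut at about 28% in these data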
# M1 antag: antagonists of rat M1 muscarinic receptor; CHO-M1 cells, Fluo-4 calcium, ACh EC80 antagonist mode; active compounds read low; 3.4% of 64,000 active; AID 628, 2007; B-score at 10 µM;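 active = calcium fluorescence response, raw or row-and-column corrected B-score, differing from the plate sample mean either way at a set confidence level, mostly lower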
# SF1 activator: activators of human SF-1, primary screen, cell-based, CHO-K1, Gal4-SF-1 LBD, luciferase luminescence. Steroidogenic factor 1 (Homo sapiens), Q13285. CHO-K1 Gal4-SF-1 LBD luciferase reporter; % increase over DMSO SF-1-specific signal. activation, % at 10 µM. 1.9% of 65,000 active. AID 522, 2006;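 active = activation above the mean activation of all tested compounds plus 3 SD, cut at about 50% in these data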
#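 Test system: transient Gal4-SF-1 LBD reporter, CHO-K1; Amount: 4,000 CHO-K1 cells per well; Doses: 10 µM only; Timing: compound exposure 20 h at 37 °C; Signal: luciferase light emission; Read-out basis: percent activation relative to DMSO median and mock-transfected background; Control set: DMSO negative control and −SF1 background wells; Replicates: one test per compound.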
# tolC growth inh: growth inhibitors of E. coli tolC mutant, primary screen, strain BW25113 ΔtolC::kan, 384-well; 2.2% of 65,000 active; growth inhibition, % at 10 µM (by protocol); OD615; AID 573, 2007;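 active = growth inhibition at or above a cutoff equal to the mean over every tested compound plus 3 SD, cut at about 60% in these data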;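 also: growth measured after 20 h incubation at 37 °C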
#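 System: E. coli ΔtolC::kan strain BW25113; Buffer or medium: LB broth supplemented with 50 µg/mL kanamycin; Compound: 10 µM final, single dose; Incubation: bacterial growth with compound for 20 h at 37 °C; Signal: A615 absorbance measurement; Evaluation: growth inhibition in percent.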
# * = called active by the depositor; x = no result given; [ ] = another dose, or the depositor's remark.
molecule	D1 allo mod	M1 ag	TNAP act DEA	NADH coupling	HEK293 NFkB inh	Jurkat viability	M1 antag	SF1 activator	tolC growth inh
CC(=O)c1sc(NC(=O)C2(F)C(F)(F)C(F)(F)C(F)(F)C(F)(F)C2(F)F)nc1C	-2.1*	9.2*	1	9%	90*	90*	0.12	-93	100*
Cc1ccc(N(CC(=O)NCc2cccs2)S(=O)(=O)c2cccs2)cc1	-0.79	-0.15	0.9	6%	15	-2	-0.003	2	-6
O=C(CCCCCN1C(=O)c2ccccc2C1=O)Nc1nccs1	1.1	-1.1	0.9	6%	-3	-2	-0.43	2	-17
CCOC(=O)c1ccc2ncc(C(=O)OCC)c(NCCN(C)C)c2c1	2.9*	0.087	0.9	5%	-2	0	-1	4	-4
COC(=O)Cc1cc(=O)n(-c2nc3ccccc3[nH]2)[nH]1	-0.011	0.2	1	1%	7	1	0.032	13	-10
COc1cc2cc(CN(Cc3nnnn3Cc3ccccc3)CC3CCCO3)c(=O)[nH]c2cc1OC (configuration not stated)	0.6	-0.28	1	18%	15	x	0.68	0	5
N#CCCn1c(SCC(=O)c2c[nH]c3ccccc23)nc2ccccc21	x	-0.18	0.9	6%	14	x	-1	-14	15
CC(=O)NCCn1c(C)cc2ccccc21	-0.15	0.24	0.9	8%	17	2	-0.31	28	-13
CCOC(=O)N1CCN(C(=O)C(CC)n2nc(C)c3sc4ccccc4c3c2=O)CC1 (configuration not stated)	1.6	2.5	0.9	3%	-10	3	-0.33	-14	16
O=S(=O)(c1ccc(Br)cc1)N1CCN(c2cc(-c3ccccc3)nc3ncnn23)CC1	-0.25	0.027	0.9	4%	23	x	0.27	-7	14
CC1(C)NC(=O)N(CCOc2cccc(Cl)c2Cl)C1=O	-0.059	-0.46	0.9	3%	-6	-5	-0.42	22	9
Cn1c(=O)c2c(nc(NCC(O)CO)n2CCc2ccccc2)n(C)c1=O (configuration not stated)	x	0.015	1	3%	x	x	0.11	-3	0
Cc1cc(-c2ccccc2)c(C#N)c(N)n1	x	0.36	0.9	4%[fluoresces]	x	x	-0.29	x	15
CC(=O)Oc1ccccc1C1OC(=O)c2ccccc2N1C(C)=O (configuration not stated)	x	0.11	0.9	3%	x	x	0.23	-2	10
CCCCCC(=O)N(CN1C(=O)CCC1=O)c1ccccc1	-0.37	0.083	0.9	4%	6	2	2.1	1	-17
C=C(Cl)COc1ccc2c(C)cc(=O)oc2c1	3.8	0.55	0.9	7%	1	-14	-0.13	10	-5
CC(=O)N1CC2(CC(=O)OC(C)C)CN(C(C)=O)CC(CC(=O)OC(C)C)(C1)C2=O	0.53	-0.11	0.9	2%	6	2	-0.43	4	-24
CCc1ccc(S(=O)(=O)NCc2csc(C)n2)s1	-0.99	-0.43	x	6%	3	4	-1.1	5	-3
O=C(O)C1CC=CCC1C(=O)NCc1ccccc1 (configuration not stated)	-0.5	0.018	1	2%	10	5	0.00045	4	-17
O=C(Nc1ccc2c(c1)OCCO2)c1cccnc1	-3.2*	-0.025	0.9	2%	1	5	0.41	26	4

# Sorted by length of the SMILES (falling): some entries from above
molecule	D1 allo mod	M1 ag	TNAP act DEA	NADH coupling	HEK293 NFkB inh	Jurkat viability	M1 antag	SF1 activator	tolC growth inh
COC(=O)Cc1cc(=O)n(-c2nc3ccccc3[nH]2)[nH]1	-0.011	0.2	1	1%	7	1	0.032	13	-10
CC1(C)NC(=O)N(CCOc2cccc(Cl)c2Cl)C1=O	-0.059	-0.46	0.9	3%	-6	-5	-0.42	22	9
O=C(Nc1ccc2c(c1)OCCO2)c1cccnc1	-3.2*	-0.025	0.9	2%	1	5	0.41	26	4

# Following part:
molecule	D1 allo mod	M1 ag	TNAP act DEA	NADH coupling	HEK293 NFkB inh	Jurkat viability	M1 antag	SF1 activator	tolC growth inh
CCCC(CCC)C(=O)Nc1ccncc1	x	0.071	0.9	0%	10	x	0.011	-1	9
O=c1[nH]c(SCc2cccc(Cl)c2)nc2c1CCCC2	1.2	0.12	0.9	3%	16	x	0.055	1	2
CCN(CC)CCNC(=O)c1ccccc1C(=O)c1ncc[nH]1	0.9	0.0071	0.9	2%	11	1	0.19	6	-32
Cc1cccc(CCN(Cc2cc3cccc(C)c3[nH]c2=O)C(=O)N2CCOCC2)c1	0.044	0.14	1	7%	20	4	0.24	7	3
Cn1c(C(=O)OCC(=O)NCC2CCCO2)cc2sccc21 (configuration not stated)	0.98	-0.59	0.9	4%	3	-3	0.079	-1	5
NC(=O)c1oc2ccccc2c1NC(=O)c1ccco1	2.5	2.3	1	1%	-1	-6	0.21	20	2
COc1cccc(C(=O)Nc2c3c(nn2-c2cccc(C)c2C)CS(=O)C3)c1OC (configuration not stated)	x	-0.1	0.9	10%	8	6	-0.23	3	13
Cc1nnc(C)n1/N=C/c1cccc(Oc2ccccc2)c1	-0.2	-1	0.9	1%	1	-3	0.077	4	14
Cc1noc(C)c1COC(=O)c1ccc(-c2nc3ccccc3s2)s1	-1.2	-0.044	0.9	1%	-2	-1	0.013	-16	-8
COc1ccc(C2/C(=C(/O)c3cnn(-c4ccccc4)c3C)C(=O)C(=O)N2CCN(C)C)cc1OC (configuration not stated)	-0.76	-0.93	0.9	2%	x	x	0.14	-10	9
C=CCOC(=O)CN1C(=O)c2ccccc2C1=O	0.045	0.56	0.9	1%	4	0	-0.35	-2	-12
CCC(=O)c1cc(F)c(N2CCN(C(=O)c3ccco3)CC2)cc1C	0.27	-3.2	0.8	3%	5	1	-0.39	16	31
O=C1CC(c2cccs2)c2cc3c(cc2N1)OCCO3 (configuration not stated)	7*	-1.6	0.9	2%	8	4	0.15	24	8
COc1cccc(OCC(O)CN2CCC(Cc3ccccc3)CC2)c1 (configuration not stated)	-2.6	-1	1	4%	12	0	-2.2*	6	-1
CCc1ccc(NS(=O)(=O)c2ccc3[nH]cc(C(=O)NCC4CCCO4)c(=O)c3c2)cc1 (configuration not stated)	0.02	-0.74	0.9	6%	12	-9	-0.53	5	57
Cc1ccc(Nc2nc(CSc3nnnn3-c3ccccc3)cc(=O)[nH]2)cc1	-0.34	-0.16	1.1	7%	15	1	-0.21	20	57
CCOC(=O)c1[nH]c(C)c(C(=O)OCc2c(C)noc2C)c1C	5.1*	0.78	0.9	5%	13	1	-0.28	-8	-7
O=C(CCc1ccc(S(=O)(=O)N2CCCCC2)cc1)c1nnc(-c2ccccc2)o1	-0.38	0.9	0.9	3%	13	x	0.0054	13	15
CC(=O)c1cnc(Nc2nc(C)c3ccccc3n2)nc1C	-0.22	-1.1	1.1	1%	6	-5	0.2	6	-8
COCCNC(=O)c1sc2nc(-c3ccccc3)cn2c1C	0.63	-1	0.9	3%	2	-1	-0.085	41	-3

# Some entries already given, showing only SF1 activator and Jurkat viability.
Structure	SF1 activator	Jurkat viability
CC(=O)c1cnc(Nc2nc(C)c3ccccc3n2)nc1C	6	-5
COc1ccc(C2/C(=C(/O)c3cnn(-c4ccccc4)c3C)C(=O)C(=O)N2CCN(C)C)cc1OC (configuration not stated)	-10	x
COc1cccc(OCC(O)CN2CCC(Cc3ccccc3)CC2)c1 (configuration not stated)	6	0

# (continued)
molecule	D1 allo mod	M1 ag	TNAP act DEA	NADH coupling	HEK293 NFkB inh	Jurkat viability	M1 antag	SF1 activator	tolC growth inh
CCOc1ccccc1C(=O)N(CN1CCCC1=O)c1cccc(Cl)c1	-0.02	1.7	1	3%	4	6	0.6	-15	0
Cc1ccc(OCC(=O)NCc2ccccn2)cc1	0.23	-0.29	1	3%	14	-6	0.64	1	-4
O=C(COc1ccccc1)Nc1ccc2c(c1)nc1n2CCOC1	-0.32	0.059	0.9	1%	13	-3	0.0028	3	-4
NC(=O)CSCc1c(Cl)cccc1Cl	-0.62	0.16	0.9	9%	14	0	-1	-1	10
COc1ccc2cc3cc(C(=O)NCc4ccccn4)oc3nc2c1	0.064	-0.18	1	3%[fluoresces]	14	2	0.78	5	-13
CCc1cc(C(=O)OC)c(NC(=O)CC2NCCNC2=O)s1 (configuration not stated)	0.78	0.35	1	2%	7	-2	-0.41	2	-9
COc1cccc(N2CC(C)Cn3c2nc2c3c(=O)n(CCN3CCOCC3)c(=O)n2C)c1 (configuration not stated)	0.023	0.67	1	1%	19	-8	-0.024	15	-4
CCc1ccc(-c2nc(CN3CCCC(C(=O)O)C3)c(C)o2)cc1 (configuration not stated)	-0.054	-0.67	0.9	1%	-7	1	-0.42	-3	-5
CCOC(=O)Nc1ccc(NC(=O)c2c(OC)cccc2OC)cc1	-0.49	0.072	0.8	6%	18	2	-0.027	-11	-6
CC(C)c1ccc(NC(=O)C(c2ccccc2)N2CCN(C=O)CC2)cc1 (configuration not stated)	0.22	-0.37	1	5%	10	-5	1.1	1	8
N#Cc1nc(-c2ccc(F)cc2)oc1NCc1cccc2c1OCO2	0.21	-1.7	1	3%	-1	-4	0.085	-5	12
CC1CN(C(=O)CN2C(=O)c3ccccc3C2=O)CC(C)O1 (configuration not stated)	-0.67	0.18	0.9	6%	-4	-6	0.35	-2	-18
CCOC(=O)CCC(=O)OCC(=O)NC(C)C1CC2CCC1C2 (configuration not stated)	0.58	0.12	1	5%	11	-2	-0.015	-1	-7
Cc1cc(OC(=O)c2ccc(S(=O)(=O)N(C)C)cc2)cc(=O)o1	0.11	-0.078	1	7%	1	-8	0.61	3	-14
CN1C(=O)/C(=C2\SC(=S)N(C(CCC(=O)O)C(=O)O)C2=O)c2ccccc21 (configuration not stated)	0.61	-1.2	0.9	9%	4	4	-0.31	-18	-5
O=C(Nc1ccccc1Cl)c1cc(S(=O)(=O)N2CCCC(C(=O)O)C2)ccc1F (configuration not stated)	-0.0075	-0.087	0.9	3%	15	x	-3.5*	4	6
CCN(CC)C(=O)Oc1ccc(Cl)c2ccccc12	-0.095	1.8	0.9	5%	2	-2	0.53	-12	24
Cc1oc2c(CN3CCOCC3)c(O)ccc2c(=O)c1-c1ccccc1	x	0.64	0.9	7%[fluoresces]	-4	6	0.19	-13	31
CCCS(=O)(=O)N1CCC(C(=O)NCCc2ccc(OC)c(OC)c2)CC1	1.4*	-0.16	1	2%	15	-5	1.3	-1	-18
CCN(CC)CCN1C(=O)c2oc3ccc(F)cc3c(=O)c2C1c1ccncc1 (configuration not stated)	0.26	-0.89	0.8	2%	-3	-6	0.4	8	-5
O=S(=O)(Nc1ccc2oc(-c3ccccc3)nc2c1)c1ccccc1	x	0.057	0.9	8%	11	-5	-0.61	8	100*
COc1ccc(S(=O)(=O)N2CCC(C(=O)NCCc3ccc4c(c3)OCO4)CC2)cc1	-0.19	-0.96	1	10%	9	-3	0.35	-4	9

# An unsorted share of the library; 15% or so of the library scored in one or more.
